From PubChem BioAssay
GSTO1 inh: inhibitors of recombinant GSTO1, primary screen, counter-screen for RBBP9 inhibitor project, biochemical, fluorescence polarization; Glutathione S-transferase omega-1 (Homo sapiens), P78417; activity-based probe fluorescence polarization; inhibition, % at 5.96 µM; 300,000 compounds, 1.1% hits;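 active = inhibition above the campaign mean inhibition plus 3 SD, cut at about 35% in these data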;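 also: 0% = GSTO1-1 with DMSO and 100% = wells lacking GSTO1-1 enzyme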
PAFAH1B3 FP inh: PAFAH1B3 enzyme inhibitors, primary screen, biochemical, fluorescence polarization, human | Platelet-activating factor acetylhydrolase IB subunit alpha1 (Homo sapiens), Q15102 | recombinant PAFAH1B3, FP-rhodamine probe | inhibition, % at 3.39 µM | 340,000 compounds, 0.28% hits | AID 492972, 2010;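 active = inhibition above the screen-wide average of all tested compounds plus 3 SD, cut at about 25% in these data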;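 also: 0% = enzyme with DMSO only and 100% = wells lacking PAFAH1B3 protein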
LYPLA2 counter: LYPLA2 inhibitors, primary screen, counter-screen for PME1 inhibitor project, biochemical, fluorescence polarization, FP-Rh probe ABPP | inhibition, % at 5.9 µM | Acyl-protein thioesterase 2 (Homo sapiens), O95372 | 320,000 compounds, 0.38% hits | recombinant LYPLA2;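 active = inhibition above the screen-wide mean plus 3 SD, limit set per campaign, cut at about 26% in these data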;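 also: 0% = LYPLA2 with DMSO and 100% = wells lacking LYPLA2 enzyme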
LYPLA1 inh: LYPLA1 inhibitors, primary screen, counter-screen for PME1 inhibitor project, biochemical, fluorescence polarization, FP-Rh probe ABPP; 320,000 compounds, 0.16% hits; recombinant LYPLA1; AID 2174, 2009; Acyl-protein thioesterase 1 (Homo sapiens), O75608; inhibition, % at 5.9 µM;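 active = inhibition above the mean of all tested compounds plus 3 SD, set per campaign, cut at about 14% in these data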;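 also: inhibitors block serine hydrolase probe labeling of LYPLA1 so polarization falls; 0% = enzyme with DMSO and 100% = wells lacking LYPLA1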
Target sequence (O75608 whole entry, looked up): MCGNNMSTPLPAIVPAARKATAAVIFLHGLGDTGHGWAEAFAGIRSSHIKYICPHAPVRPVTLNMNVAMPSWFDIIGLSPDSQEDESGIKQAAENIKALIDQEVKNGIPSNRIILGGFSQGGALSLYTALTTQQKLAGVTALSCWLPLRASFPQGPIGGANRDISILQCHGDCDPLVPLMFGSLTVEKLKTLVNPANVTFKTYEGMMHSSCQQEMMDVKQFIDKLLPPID
PREPL inhibitor: PREPL enzyme inhibitors, primary screen, biochemical, fluorescence polarization; Prolyl endopeptidase-like (Homo sapiens), Q4J6C6; recombinant PREPL, fluorescence polarization activity-based probe; inhibition, % at 5.96 µM; 320,000 compounds, 0.68% hits; AID 2751, 2010; in the data active = inhibition above about 43%;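 also: 0% = enzyme with DMSO and 100% = wells lacking enzyme; many of its hits are not listed in these tables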
PAD4 inh: human PAD4 inhibitors, primary screen, biochemical, fluorescence polarization, 1536-well format; recombinant PAD4, RCA probe fluorescence polarization; inhibition, % at 6.36 µM; 330,000 compounds, 0.41% hits; AID 485272, 2010;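 active = percent inhibition above a cutoff equal to the mean of all tested compounds plus 3 SD, cut at about 15% in these data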;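 also: 0% = PAD4 with RCA probe and DMSO and 100% = probe without PAD4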
pPAFAH FP inh: pPAFAH enzyme inhibitors, primary screen, biochemical, fluorescence polarization, human. Platelet-activating factor acetylhydrolase (Homo sapiens), Q13093. recombinant pPAFAH, FP-rhodamine probe fluorescence polarization. inhibition, % at 3.39 µM. 330,000 compounds, 1.5% hits. AID 463082, 2010;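 active = inhibition above the mean inhibition across the screen plus 3 SD, cut at about 25% in these data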;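 also: inhibitors block binding of the rhodamine activity-based probe so polarization drops; 0% = enzyme with DMSO and 100% = wells lacking pPAFAH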
Target sequence (Q13093 whole entry, looked up): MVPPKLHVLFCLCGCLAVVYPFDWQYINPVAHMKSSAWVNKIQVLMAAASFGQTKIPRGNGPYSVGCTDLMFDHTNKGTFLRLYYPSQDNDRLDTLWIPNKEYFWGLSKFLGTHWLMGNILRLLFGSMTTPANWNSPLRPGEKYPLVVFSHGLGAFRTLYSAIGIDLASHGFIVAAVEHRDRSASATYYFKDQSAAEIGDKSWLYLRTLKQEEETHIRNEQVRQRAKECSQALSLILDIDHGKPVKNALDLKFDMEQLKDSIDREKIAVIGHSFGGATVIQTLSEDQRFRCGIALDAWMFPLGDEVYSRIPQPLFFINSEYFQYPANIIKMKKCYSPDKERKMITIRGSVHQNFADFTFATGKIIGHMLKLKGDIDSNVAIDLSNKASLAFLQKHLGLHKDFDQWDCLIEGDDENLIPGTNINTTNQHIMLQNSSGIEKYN
PAFAH1B2 inh: PAFAH1B2 enzyme inhibitors, primary screen, biochemical, fluorescence polarization, human | recombinant PAFAH1B2, FP-rhodamine activity probe | inhibition, % at 3.39 µM | 340,000 compounds, 1.2% hits;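 active = inhibition above the mean of all tested compounds plus 3 SD, cut at about 24% in these data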;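 also: 0% = enzyme with DMSO and 100% = wells lacking PAFAH1B2; many of its hits are not listed in these tables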
Target sequence (P68402 whole entry, looked up): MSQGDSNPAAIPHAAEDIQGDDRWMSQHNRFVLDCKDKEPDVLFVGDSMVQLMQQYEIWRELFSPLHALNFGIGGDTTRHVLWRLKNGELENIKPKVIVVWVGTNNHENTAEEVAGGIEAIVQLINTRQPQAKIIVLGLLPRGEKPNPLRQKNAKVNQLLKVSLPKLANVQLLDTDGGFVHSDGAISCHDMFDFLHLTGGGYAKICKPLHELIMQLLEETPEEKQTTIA
PAFAH2 FP inh: PAFAH2 enzyme inhibitors, primary screen, biochemical, fluorescence polarization, human; recombinant PAFAH2, FP-rhodamine activity probe; inhibition, % at 3.39 µM; 340,000 compounds, 0.99% hits; AID 492956, 2010;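 active = inhibition above the mean over all tested compounds plus 3 SD, cut at about 30% in these data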;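 also: inhibitors block probe labeling of enzyme so polarization drops; 0% = enzyme with DMSO and 100% = wells lacking PAFAH2 protein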
An asterisk follows results filed as active; . = no result given. Some of the compounds tested (hit frequency here may not be typical).

Below each SMILES – GSTO1 inh | PAFAH1B3 FP inh | LYPLA2 counter | LYPLA1 inh | PREPL inhibitor | PAD4 inh | pPAFAH FP inh | PAFAH1B2 inh | PAFAH2 FP inh
> Cc1cccc(Nc2nc(N)nc(CN3CCN(c4ccccc4F)CC3)n2)c1
  -4 | 3 | -3 | -4 | 3 | 1 | 6 | 2 | 13
> Cc1nn(-c2ccc(N3CCOCC3)nn2)c(C)c1CCC(=O)Nc1ccccc1
  6 | 8 | -1 | 3 | 5 | -3 | -2 | 1 | -3
> CCn1c(=N)c(S(=O)(=O)c2ccc(C)cc2)cc2c(=O)n3ccccc3nc21
  2 | . | 3 | -1 | -10 | -3 | 8 | . | .
> Cn1nnnc1Sc1ncnc2scc(-c3ccccc3Cl)c12
  . | 5 | 1 | -1 | 10 | 4 | 14 | 0 | 6
> COC(=O)[C@@]1(C)[C@H]2C(=O)N(C)C(=O)[C@H]2[C@H]2CN(C)C(=NC3CCCCC3)N21
  . | 8 | . | . | . | 6 | -1 | 7 | -1
> COc1ccc(NC(=O)CCN2CCCC2)c(OC)c1
  5 | 1 | -4 | -3 | 17 | 4 | 4 | 4 | -7
> Cc1cc2nc(C)n(CCCNC(=O)Nc3cccc4ccccc34)c2cc1C
  5 | 2 | -1 | -5 | -8 | -4 | 2 | 2 | -12
> COc1ccc(C2=NCCNC(C(F)(F)F)=C2)cc1
  4 | 4 | 1 | -2 | 19 | -4 | -7 | -1 | -1
> CC(C)(C)NC(=O)COC(=O)CCC(=O)c1ccc(Cl)cc1
  -5 | 4 | 0 | -2 | 6 | -7 | 6 | 2 | 3
> N/C(Cc1ccc(Cl)cc1Cl)=N\OC(=O)Cc1ccccc1
  6 | -1 | -2 | -2 | 1 | -5 | 7 | 17 | 0
> Nc1nonc1-n1nnc(C(=O)N/N=C/c2ccccc2Cl)c1CN1CCOCC1
  -3 | -4 | 3 | 1 | 1 | 1 | 2 | 4 | 2
> Cc1ccc(S(=O)(=O)N2CCC(C(=O)N[C@H](C(=O)NCc3ccco3)C(C)C)CC2)cc1
  -2 | 5 | 3 | 3 | 4 | -1 | 3 | 7 | 8
> COc1cccc(C(C)NC(=O)Nc2cccc(C(F)(F)F)c2)c1 (configuration not stated)
  -6 | 0 | 2 | -5 | -7 | -6 | -3 | -1 | -3
> Cc1c(Cc2ccccc2)c(=O)oc2cc(OCC(=O)N[C@@H](Cc3ccccc3)C(=O)O)ccc12
  -9 | 6 | 5 | 0 | -3 | 3 | 17 | 10 | 6
> O=C(N/N=C/c1cccc([N+](=O)[O-])c1)C1CC(=O)N(c2ccc(Cl)cc2)C1 (configuration not stated)
  -2 | 1 | 3 | 4 | 15 | 8 | 0 | 6 | 10
> Cc1ccc(C2c3[nH]c4ccccc4c3C[C@H]3C(=O)N(c4ccccc4C(=O)NCCCN4CCOCC4)C(=O)N23)cc1 (some centres not stated)
  -6 | 12 | 7 | -2 | 2 | 3 | 1 | 0 | 2
> Nc1ccccc1-c1nnc(-c2ccc(-c3ccccc3)cc2)o1
  -3 | 0 | -6 | -1 | 11 | -3 | 0 | -2 | -8
> O=C(OCc1c(Cl)cccc1Cl)c1cnccn1
  1 | 2 | 2 | 0 | 5 | -5 | 3 | 7 | 2
> O=C1CCN(S(=O)(=O)c2ccc(Cl)cc2)N1
  8 | 2 | 0 | -1 | -4 | -4 | 4 | 6 | -2
> COc1cccc(-c2nc(N3CCCCC3)c3ccccc3n2)c1O
  11 | 9 | 2 | 0 | 15 | -3 | 12 | -1 | 14
> CC1CCN(C(=O)N[C@@H](Cc2ccccc2)C(=O)O)CC1
  -2 | 3 | 1 | 0 | -2 | -3 | 7 | 5 | 6
> COC(=O)N/N=C(\C)c1ccc(Br)cc1
  7 | -2 | 3 | 1 | 16 | -7 | 4 | 1 | -2
> COc1cccc(CN2CCNC(=O)C2CC(=O)NC2CCOCC2)c1OC (configuration not stated)
  -1 | 5 | -1 | -4 | 23 | -1 | 0 | 2 | -4
> c1ccc(-c2nccc3ccccc23)cc1
  1 | 2 | 0 | -1 | 4 | -2 | 6 | 4 | -3
> O=C(CN1CCN(c2ccccn2)CC1)Nc1ccccc1Br
  2 | 3 | -5 | -4 | 8 | -5 | 0 | 7 | 7
> Cc1ccc(NC(=S)Nc2c(C)n(C)n(-c3ccccc3)c2=O)cc1Cl
  7 | 6 | 1 | 4 | -4 | -3 | 1 | 4 | 0
> COc1ccc(N2Cc3ccc(OC)c(OC)c3C2=O)cc1
  6 | -5 | 5 | -2 | -3 | 2 | 0 | -1 | -5
> Cc1cccnc1NC(=S)NC(=O)c1oc2ccccc2c1C
  0 | 7 | 3 | -3 | 7 | 5 | 2 | 5 | 0
> O=C(CSc1nc2c(sc3ccccc32)c(=O)n1CCCN1CCCC1)NCC1CCCO1 (configuration not stated)
  2 | 10 | 5 | 3 | 27 | 3 | -1 | 4 | -2
> COC(=O)N/N=C/c1cc(Cl)cc(Cl)c1OCc1ccccc1
  -3 | -2 | 4 | 1 | -2 | -2 | 7 | 1 | 3
> Cc1ccc(/C(O)=C/c2nc3cc(C)ccc3oc2=O)cc1
  31 | . | -1 | 2 | 10 | 0 | 5 | . | .
> CCn1nnnc1SCC(=O)Nc1nc2ccc(OC)cc2s1
  6 | 6 | 0 | -1 | 17 | 2 | 3 | 3 | 3
> C#CCn1c(-c2ccccc2)ccc(C#N)c1=O
  -5 | 14 | -5 | -4 | -5 | 0 | -1 | -5 | -11
> Cc1cc(C)c(-c2nc3ccccc3s2)[nH]1
  -6 | -1 | -3 | 1 | 15 | -23 | 10 | -3 | -21
> CCOc1ccc(NC(=O)C2CC(=O)N3CCCN=C3S2)cc1 (configuration not stated)
  6 | 2 | 1 | 0 | 12 | -1 | 10 | -1 | 6
> CCNc1nnc(-c2ccccc2OC)s1
  0 | . | -1 | 2 | -3 | -4 | 2 | . | .
> Cc1nn(-c2ccccc2)c2c1C(O)CC(C)(C)C2 (configuration not stated)
  1 | 8 | 7 | 2 | -1 | 4 | 1 | -2 | -5
> CC(=O)NC12CC3CC(C1)CC(C(=O)N1CCN(S(=O)(=O)c4ccc(Cl)s4)CC1)(C3)C2
  5 | 4 | -2 | -5 | 25 | -4 | 5 | 6 | -6
> CCc1ccc(CN(C)C(=O)C2CCC(=O)N(CCc3ccc(OC)cc3)C2)nc1 (configuration not stated)
  5 | 7 | -10 | -2 | 3 | 3 | 5 | 0 | -3
> Cc1cccc(OC(C)C(=O)OCC(=O)Nc2sccc2C(N)=O)c1 (configuration not stated)
  . | 7 | -4 | -3 | 9 | 0 | 1 | 1 | -6
> CCCCN(C(=S)Nc1ccc(F)cc1)c1c(N)n(CCC)c(=O)[nH]c1=O
  6 | 1 | -1 | -3 | -3 | -3 | -2 | 0 | -1
> CCOC(=O)c1c(Nc2ccccc2OCCOC)n[nH]c1C
  3 | 2 | 4 | 3 | 4 | 0 | 8 | 10 | 0
> CC(C)COc1ccccc1C(=O)NC(CO)C(=O)O (configuration not stated)
  -3 | 6 | 0 | 1 | 1 | 0 | 1 | -1 | -2
> COc1ccc(CCC(C)NC2CCCCCCC2)cc1 (configuration not stated)
  2 | 4 | 0 | 0 | 0 | -2 | 2 | 0 | -6
> CC(=O)Nc1ccc(NC(=O)c2ccc(OCc3c(C)noc3C)cc2)cc1
  . | -2 | . | . | 4 | -6 | 4 | -3 | 4
> O=C(Cc1ccc(Br)cc1)N1CCCC1
  2 | 0 | 4 | 2 | -4 | 6 | 3 | -4 | -1
> C/C(=C/c1ccccc1)C(=O)N1CCN(c2ccccc2F)CC1
  3 | 0 | 0 | 1 | 2 | -5 | 2 | -3 | -9
> CC1=CC(C)C(C(=O)O)C(C(=O)N2CCN(C)CC2)C1 (configuration not stated)
  11 | 2 | 2 | 3 | 1 | -4 | 3 | 6 | 2
> C1CNCCOCCNCCN1
  -9 | 5 | -1 | -4 | 16 | -3 | 3 | 0 | -1
> COC(=O)c1cc(=O)cc(C(=O)OC)o1
  0 | 1 | -6 | -1 | -6 | -8 | 5 | 2 | -2

Continuation:
Below each SMILES – GSTO1 inh | PAFAH1B3 FP inh | LYPLA2 counter | LYPLA1 inh | PREPL inhibitor | PAD4 inh | pPAFAH FP inh | PAFAH1B2 inh | PAFAH2 FP inh
> Cc1cccc(C)c1NC(=O)CSc1nc2[nH]c(=O)cc(O)c2s1
  . | 8 | -3 | 2 | -2 | 3 | 1 | 6 | 1
> CCOC(=O)C1=C(C)NC(=O)NC1c1ccc(N(CC)CC)cc1 (configuration not stated)
  3 | 1 | -9 | -3 | 1 | -1 | 7 | 4 | -2
> COc1ccc(C(=O)NCc2ncccc2C)cc1OC1CCN(C(C)=O)CC1
  -2 | -3 | 6 | 3 | 7 | -7 | -3 | -4 | -3
> COc1ccc(CNC(=O)CN2CCN(S(=O)(=O)c3cccs3)CC2)cc1OC
  6 | 12 | 5 | 3 | 16 | 3 | 3 | 4 | -3
> COC(=O)c1ccccc1NC(=O)CN(c1cc(OC)ccc1OC)S(C)(=O)=O
  0 | 5 | 2 | -2 | 18 | -4 | 1 | 4 | -5
> COc1ccc(CNC(=O)COC(=O)c2n[nH]c3ccccc23)cc1
  4 | 2 | 6 | 3 | -12 | 0 | 2 | -1 | 10
> Cc1ccc(S(=O)(=O)NCCNC(=O)CN2CCOCC2)cc1
  5 | 11 | -5 | -4 | -9 | -2 | 3 | 2 | 4
> COc1ccc(C(C)(C)C)cc1NC(=O)c1c(C)noc1C
  6 | 2 | -4 | 1 | 5 | -1 | 9 | 6 | -4
> COc1ccc2[nH]cc(S(=O)(=O)c3ccc(C)cc3)c2c1
  0 | 2 | 2 | -1 | -1 | -2 | -8 | 13 | 6
> CC12CN(C(=O)c3ccco3)CC(c3ccccc3)(CN(C(=O)c3ccco3)C1)C2=O
  -2 | 5 | 4 | -1 | 7 | -2 | 3 | -3 | -5
> CCc1ccc(-c2cc3c(=O)n(CC(=O)NCCCN4CCN(CC)CC4)nc(C)n3n2)cc1
  3 | 9 | 5 | 3 | -26 | -3 | 4 | 6 | 9
> O=C1CCCCCC1C1(O)C(=O)Nc2ccc(Br)cc21 (configuration not stated)
  5 | -7 | -1 | -1 | 2 | -5 | 8 | 0 | 6
> Nc1c(-c2ccccn2)cnn1-c1nc(-c2ccc(F)cc2)cs1
  12 | 7 | -12 | -5 | 5 | -7 | -5 | 6 | -3
> CCS(=O)(=O)c1ccc2oc(Nc3ccc(OC)c(OC)c3)nc2c1
  9 | 3 | -7 | 0 | 5 | 2 | 1 | 2 | 2
